Screening data as filed in PubChem BioAssay.
COUP-TFII inh: inhibitors of human COUP-TFII (NR2F2); P24468; HEK293T NGFI-A luciferase reporter, luminescence; inhibition, % at 8.6 µM; hit rate 0.7% among 370,000; AID 686940;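 active = inhibition above a per-plate cutoff, mean inhibition of test wells between control levels plus 3 SD, cut at about 38% in these data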;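 note: cells cotransfected with COUP-TFII expression vector driving the NGFI-A reporter; 0% = median of COUP-TF2 test wells and 100% = reporter-only cells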
ABHD5 PLIN5 PPI: inhibitors of human ABHD5-perilipin-5 interaction; Q00G26+Q8WTS1; Split G. princeps luciferase complementation, luminescence, 4 h; inhibition, % at 4 µM; hit rate 0.78% among 360,000;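 active = inhibition above the mean inhibition across every tested compound plus 3 SD, cut at about 22% in these data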;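 note: 0% = DMSO only wells and the 100% control is not disclosed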
TWEAK-Fn14 inh: TWEAK-Fn14 signaling inhibition. TWEAK-stimulated Fn14 reporter cells, luciferase luminescence, 8 h. inhibition, % at 10 µM. hit rate 2% among 360,000. AID 1159606; in the data active = inhibition above about 50%
NOD2 RIPK2 PPI: NOD2-RIPK2 protein interaction inhibition | O43353 | CHO BLA complementation NOD2-RIPK2, CCF4 ratio | inhibition, % at 4.98 µM | hit rate 0.38% among 360,000 | AID 624267; in the data active = inhibition above about 21%;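 note: 0% = vehicle only and 100% = reference blocker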
NCOA1 inh: inhibitors of human steroid receptor coactivator 1 (SRC1); HEK293 GAL4-SRC1 luciferase reporter, luminescence; inhibition, % at 3.6 µM; hit rate 0.12% among 360,000;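 active = inhibition above the campaign mean plus 3 SD, with each screening campaign given its own cutoff, cut at about 60% in these data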;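 note: 0% = DMSO treated cells and 100% = gossypol at 36 µM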
Target sequence (Q15788 whole entry, looked up, the tested form may be a part): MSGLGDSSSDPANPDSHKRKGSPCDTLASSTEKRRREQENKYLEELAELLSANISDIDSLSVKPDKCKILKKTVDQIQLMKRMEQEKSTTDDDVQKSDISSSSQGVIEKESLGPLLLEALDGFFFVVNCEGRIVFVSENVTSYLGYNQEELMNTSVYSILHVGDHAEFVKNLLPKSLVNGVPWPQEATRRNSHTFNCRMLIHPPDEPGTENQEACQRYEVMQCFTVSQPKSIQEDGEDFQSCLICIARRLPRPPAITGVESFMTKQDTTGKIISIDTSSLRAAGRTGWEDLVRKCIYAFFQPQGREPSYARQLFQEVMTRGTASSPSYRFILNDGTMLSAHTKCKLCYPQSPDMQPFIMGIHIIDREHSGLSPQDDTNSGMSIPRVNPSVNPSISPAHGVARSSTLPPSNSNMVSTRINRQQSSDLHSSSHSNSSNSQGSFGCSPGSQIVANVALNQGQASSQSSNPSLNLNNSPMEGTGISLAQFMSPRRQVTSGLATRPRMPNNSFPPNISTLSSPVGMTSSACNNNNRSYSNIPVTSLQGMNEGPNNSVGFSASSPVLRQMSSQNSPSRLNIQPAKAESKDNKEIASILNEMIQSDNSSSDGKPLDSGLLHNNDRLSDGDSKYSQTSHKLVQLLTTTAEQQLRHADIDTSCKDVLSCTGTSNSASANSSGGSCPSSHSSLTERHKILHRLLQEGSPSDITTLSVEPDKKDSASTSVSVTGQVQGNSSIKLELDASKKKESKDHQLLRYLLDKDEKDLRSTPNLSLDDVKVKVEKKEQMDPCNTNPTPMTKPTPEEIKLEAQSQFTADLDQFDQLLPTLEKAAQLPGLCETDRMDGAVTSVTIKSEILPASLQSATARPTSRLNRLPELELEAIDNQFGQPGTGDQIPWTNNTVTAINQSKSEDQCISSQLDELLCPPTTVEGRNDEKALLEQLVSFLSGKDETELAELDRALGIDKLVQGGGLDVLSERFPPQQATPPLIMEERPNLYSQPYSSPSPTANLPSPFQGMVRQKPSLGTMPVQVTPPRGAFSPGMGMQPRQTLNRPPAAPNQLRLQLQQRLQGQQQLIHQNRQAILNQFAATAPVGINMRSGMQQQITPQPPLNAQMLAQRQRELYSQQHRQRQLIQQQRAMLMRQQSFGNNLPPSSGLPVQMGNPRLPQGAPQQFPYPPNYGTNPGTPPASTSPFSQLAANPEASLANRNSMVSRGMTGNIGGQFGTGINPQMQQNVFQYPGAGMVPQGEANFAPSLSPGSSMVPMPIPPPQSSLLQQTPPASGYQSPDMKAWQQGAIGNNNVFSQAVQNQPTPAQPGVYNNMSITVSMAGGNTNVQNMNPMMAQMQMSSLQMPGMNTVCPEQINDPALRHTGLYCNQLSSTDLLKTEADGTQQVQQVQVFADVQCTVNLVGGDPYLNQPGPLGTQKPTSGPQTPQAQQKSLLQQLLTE
NCOA2 inhibitor: human SRC2 (NCOA2) inhibition. hit rate 0.17% among 370,000. inhibition, % at 9 µM. HEK293 GAL4-SRC2 luciferase reporter, luminescence. Q15596;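 active = inhibition above the mean inhibition of all tested compounds plus 3 SD, set per campaign, cut at about 52% in these data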;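 note: 0% = DMSO treated cells and 100% = cells given Gossypol at 36 µM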
TROY signal inh: TROY signaling inhibition; Q293 LMP1-TROYcd NF-kB luciferase reporter, 4 h; inhibition, % at 10 µM; hit rate 0.98% among 360,000;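 active = compounds whose plate-normalised and pattern-corrected inhibition of the luciferase reporter signal at the single screening dose is 50% or more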
TLR9-MyD88 inh: inhibitors of human TLR9-MyD88 binding | Q9NR96+Q99836 | CHO BLA complementation TLR9-MyD88, CCF4 FRET ratio | inhibition, % at 4.98 µM | hit rate 0.21% among 340,000 | AID 504734;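 active = inhibition above the mean over all tested compounds plus 3 SD, cut at about 21% in these data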;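 note: 0% = DMSO only wells and 100% = clavulanate BLA inhibitor control wells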
NR5A2 inv ag: suppresses constitutive activity of human LRH-1; HEK293T StAR-luciferase reporter, LRH-1 transfected, 24 h; inhibition, % at 3.6 µM; hit rate 0.13% among 360,000; AID 602396;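 active = inhibition above the mean inhibition of all tested compounds plus 3 SD, cut at about 73% in these data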;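 note: 0% = DMSO wells and 100% = reporter-only cells lacking LRH-1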
Exocytosis inh: blocks lytic granule exocytosis. TALL-104 LAMP-1 surface exposure, flow cytometry; cells stimulated with thapsigargin and PMA. inhibition, % at 10 µM. hit rate 0.66% among 360,000;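 active = inhibition above about 55%, limit read from the data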
NCOA3 inh: inhibitors of human steroid receptor coactivator 3 (SRC3) | HEK293 GAL4-SRC3 luciferase reporter, luminescence | inhibition, % at 3.6 µM | hit rate 0.17% among 360,000 | AID 588352 | Q9Y6Q9;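 active = inhibition above a per-campaign cutoff, the mean of all compounds plus 3 SD, cut at about 60% in these data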;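 note: 0% = DMSO-treated cells and 100% = gossypol-treated cells at 36 µM; higher means less SRC3-driven luciferase light from the GAL4 reporter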
Starred values were filed as active, the others as inactive; / = not tested or not shown.

SMILES	COUP-TFII inh	ABHD5 PLIN5 PPI	TWEAK-Fn14 inh	NOD2 RIPK2 PPI	NCOA1 inh	NCOA2 inhibitor	TROY signal inh	TLR9-MyD88 inh	NR5A2 inv ag	Exocytosis inh	NCOA3 inh
CCC1(C)CC(CCNS(=O)(=O)c2ccc(C)cc2)(c2ccc(C)cc2)CCO1 (stereo unspecified)	6.0	8.7	-7.2	1.4	5.7	0.6	18.7	-5.4	0.6	57.1*	13.0
O=C(NCc1ccc2c(c1)OCO2)c1ccc(Br)s1	-16.2	-3.2	-3.2	-9.1	-13.4	-23.0	-52.9	1.9	-1.8	9.2	-18.5
CSc1ccccc1C(=O)C1CCCN(C(=O)c2cccc(Cn3cccn3)c2)C1 (stereo unspecified)	6.3	-3.9	19.1	-8.3	-0.4	0.0	-14.5	-4.3	-6.7	0.1	-18.0
CCN(c1ccc(NC(=O)c2ccc(Cl)nc2)cc1)C(C)C	9.4	6.3	-13.4	-7.0	-10.4	-5.5	-4.1	-2.8	10.0	-0.2	-8.4
C[C@H]1CN([C@@H](C)CO)C(=O)CCCn2nncc2CO[C@H]1CN(C)S(=O)(=O)c1ccc(Oc2ccccc2)cc1	-1.2	1.8	13.8	-19.1	-3.8	-20.4	-2.7	-2.6	-45.7	-6.2	-26.5
CS(=O)(=O)NCCCNc1ccc(C(F)(F)F)cc1[N+](=O)[O-]	-11.8	3.4	-1.9	-0.2	9.8	7.7	-3.3	-3.9	-5.5	-2.8	-6.4
O=C(c1ccc(S(=O)(=O)N2CCCCC2)cc1)N1CCCC(C(F)(F)F)C1 (stereo unspecified)	-21.9	-3.3	8.3	0.1	6.0	10.7	-15.8	-7.6	-13.9	1.0	13.7
COC(=O)C1=CCCCC(O)=C1C(=O)OC	19.3	17.8	-8.1	-12.7	11.3	-27.1	-6.5	-6.7	6.7	0.2	5.0
COc1ccc(-c2cnn3c(N)c(S(=O)(=O)C(C)(C)C)cnc23)cc1	8.7	-0.2	3.2	-5.7	-0.6	-23.2	-6.0	-6.2	-11.1	1.5	-12.5
Cc1ccc(NC(=O)CS(=O)CC(=O)N2CCN(C3CCCC3)CC2)cc1 (stereo unspecified)	21.4	0.4	16.0	6.4	-24.1	-21.3	-16.4	5.2	3.3	-1.6	-9.5
CC(C)(C)c1ccc(C(=O)Nn2cnnc2)cc1	-20.1	-0.9	-2.0	3.3	-19.8	-30.1	-8.4	7.3	-2.0	-3.9	-20.5
O=c1c2ccccc2oc2cc(C#Cc3ccccn3)ccc12	-24.3	0.8	64.6*	1.9	-106.8	-59.1	14.1	2.4	-89.7	26.4	-101.3
Nc1nc(NC(=O)c2ccco2)nn1-c1ccccc1	-30.3	-2.0	5.1	-6.8	-42.6	-23.5	-43.2	5.1	-32.2	2.1	-35.8
COc1ccc(-n2c(SCC(=O)Nc3cc(C)on3)nc3c(c2=O)SC(C)C3)cc1 (stereo unspecified)	22.5	0.0	-4.7	-1.4	14.9	9.6	-13.4	-0.9	11.0	3.3	8.7
CC(C)C(=O)N1CCC(n2nccc2NC(=O)CCc2ccccc2)CC1	-0.6	10.2	-4.0	-0.2	-3.8	0.3	-3.0	8.0	8.8	-1.9	12.5
COc1ccc(NC(=O)CNC(=O)Cc2ccccc2)cc1OC	-36.3	-2.6	6.2	11.1	-11.4	-3.5	-1.5	0.1	-4.6	-13.1	4.6
Cn1c(=NC(=O)C2CCCCC2)sc2cc([N+](=O)[O-])ccc21	-2.7	-0.5	-42.4	-6.0	-20.5	-5.5	-40.0	0.2	10.9	-0.1	17.0
CSc1nc(C)cc(Oc2ccc(=O)[nH]n2)n1	-7.2	-0.8	2.1	-15.1	-18.0	0.4	5.6	-2.8	-4.8	-1.5	5.1
Cc1ccc(OCC(=O)Nc2c[nH]c(=O)[nH]c2=O)cc1C	4.9	-0.8	-21.1	-8.1	-12.0	-9.9	1.7	-2.3	15.4	2.4	7.0
COc1ccc(S(=O)(=O)N(C)c2ccc(C(=O)N3CCC(C(N)=O)CC3)cc2)cc1	15.5	-8.4	11.8	-11.9	5.9	-1.8	15.0	-0.3	9.2	1.7	3.0
O=C(NC(=S)NCCN1CCOCC1)c1ccccc1Br	-10.7	-0.1	-9.4	-7.7	-1.3	-15.6	-7.8	3.2	19.8	-2.0	17.4
CN1CC(=O)N(CC(=O)Nc2cccc3ccccc23)C1=O	4.4	3.4	6.3	-6.1	-0.4	4.6	-6.7	-6.4	-9.6	-0.2	15.2
CCCCCCCCN1C(=O)[C@H](CC(=O)NCc2cccc(C(F)(F)F)c2)C[C@@]2(C(=O)OC)CCCCC=C12	16.2	4.2	9.0	-5.8	/	10.7	4.1	/	-3.1	7.3	/
COc1ccc(S(=O)(=O)N(C)C)cc1NC(=O)CSc1nc(N)cc(N)n1	-21.1	3.0	12.3	-8.3	2.2	2.6	-17.4	-7.2	-21.2	-3.5	0.0
CC(C)C1N(C(N)=S)N=CC1(C)C (stereo unspecified)	19.2	-5.5	-11.9	-13.3	-4.3	17.8	5.5	-2.6	8.1	0.6	5.9
O=C(CSc1nc2c(sc3ccccc32)c(=O)n1CCc1ccccc1)NCc1ccco1	-19.7	5.0	0.5	-1.7	9.7	-12.1	-16.8	-2.7	-15.3	-1.1	-1.0
CCN(C[C@H]1N[C@@](C)(C(=O)OC)[C@H]2C(=O)N(C)C(=O)[C@@H]12)C(=O)Nc1ccc(F)cc1	-12.9	8.0	18.5	10.9	7.8	-12.4	11.2	-3.1	3.6	2.5	-29.2
COc1ccc(-n2cccc2C=O)cc1	-3.3	-3.7	2.9	-9.2	-1.6	-15.6	3.1	-12.3	-7.6	-2.1	4.8
Cc1cc(C)c(C)c(S(=O)(=O)N2CCN(C(=O)c3ccc4c(=O)n5c(nc4c3)CCC5)CC2)c1C	-3.7	0.8	-0.4	-4.5	-10.0	20.1	-7.1	-1.0	11.6	-0.4	0.0
NC(=O)CC(CC(=O)OCc1ccccc1)c1ccccc1 (stereo unspecified)	-1.6	1.8	9.4	5.3	-4.3	13.1	-21.0	6.2	9.5	0.2	6.3
COc1ccc(Cc2noc(COc3ccc(Cl)cc3)n2)cc1	7.0	-8.8	5.8	1.6	-3.8	-0.3	-0.2	-3.2	12.7	6.3	21.3
O=C1c2ccccc2C(=O)N1CCc1nc(-c2ccncc2)no1	1.3	2.4	4.7	-1.3	-9.3	-1.8	3.3	1.8	5.7	-1.1	7.3
COc1ccccc1NC(=O)CSC1CC(=O)N(c2ccc3c(c2)OCO3)C1=O (stereo unspecified)	10.8	0.5	-26.6	1.1	-25.1	6.1	14.1	-6.2	-1.3	3.7	7.4
O=C(O)/C=C\C(=O)Nc1ccc(Oc2ccccc2)cc1	9.4	2.4	-4.2	0.8	-1.1	-8.3	-7.8	-1.2	-1.9	-1.7	-9.1
CSc1cccc(NS(=O)(=O)c2ccc(-c3coc(C)n3)cc2)c1	8.8	-11.1	2.7	1.7	2.1	20.4	1.0	-3.7	-4.5	-2.4	1.7
CCC(CC)C(=O)NC12CC3CC(CC(C3)C1)C2	-4.7	-4.1	-1.2	-10.2	-9.8	6.8	-20.1	-5.2	-12.3	2.9	19.1
CCOC(=O)/C(=N\Nc1cc(Cl)ccc1Cl)N1CC(C)OC(C)C1 (stereo unspecified)	2.0	-4.6	-33.2	-11.6	-1.5	-10.4	-8.7	1.0	-11.3	-0.3	4.8
O=C1CN(C(=O)COC(=O)c2cccc(Br)c2)c2ccccc2N1	-4.5	3.5	-9.2	-0.9	-3.3	-17.6	-21.0	-2.4	0.6	0.6	8.3
CCOC(=O)c1ccc(NC(=O)c2c(NC(=O)CCC(=O)O)sc3c2CCCCC3)cc1	1.7	-18.2	73.7*	-1.0	-17.1	-17.7	33.5	/	-0.5	54.1	1.1
COc1ccc(N2CCN(c3cc(C)c4cccc(C)c4n3)CC2)cc1	-25.8	5.5	7.0	-5.7	3.6	-13.8	15.0	2.5	7.7	0.2	21.5

Molecules from the list above that contain a Cl atom (3):
SMILES	COUP-TFII inh	ABHD5 PLIN5 PPI	TWEAK-Fn14 inh	NOD2 RIPK2 PPI	NCOA1 inh	NCOA2 inhibitor	TROY signal inh	TLR9-MyD88 inh	NR5A2 inv ag	Exocytosis inh	NCOA3 inh
CCN(c1ccc(NC(=O)c2ccc(Cl)nc2)cc1)C(C)C	9.4	6.3	-13.4	-7.0	-10.4	-5.5	-4.1	-2.8	10.0	-0.2	-8.4
COc1ccc(Cc2noc(COc3ccc(Cl)cc3)n2)cc1	7.0	-8.8	5.8	1.6	-3.8	-0.3	-0.2	-3.2	12.7	6.3	21.3
CCOC(=O)/C(=N\Nc1cc(Cl)ccc1Cl)N1CC(C)OC(C)C1 (stereo unspecified)	2.0	-4.6	-33.2	-11.6	-1.5	-10.4	-8.7	1.0	-11.3	-0.3	4.8

(cont.)
SMILES	COUP-TFII inh	ABHD5 PLIN5 PPI	TWEAK-Fn14 inh	NOD2 RIPK2 PPI	NCOA1 inh	NCOA2 inhibitor	TROY signal inh	TLR9-MyD88 inh	NR5A2 inv ag	Exocytosis inh	NCOA3 inh
CCOc1ccccc1NC(=O)CN1CCCCCC1	6.1	3.2	14.8	3.0	-16.7	3.1	-4.1	-2.1	5.4	1.7	8.1
COc1cccc(C2c3[nH]c4ccccc4c3C[C@H]3C(=O)N(c4ccccc4C(=O)N4CCCC4C(=O)O)C(=O)N23)c1 (stereo partly specified)	3.0	-9.9	-14.0	6.8	-13.2	3.9	-4.8	-13.0	-13.6	0.7	5.0
CCNc1cc2c(cc1O)CCC1C2CCC2(C)C(O)CCC12 (stereo unspecified)	3.1	-7.3	24.6	-5.5	-6.3	-10.8	3.7	-0.7	10.1	0.0	1.4
Cc1ccc(C2(CC(=O)Nc3nccs3)CCOC(C(C)C)C2)cc1 (stereo unspecified)	20.4	4.3	6.3	8.0	4.4	-4.4	0.1	-7.4	-5.2	-2.9	3.5
COc1ccc(Cc2nc3ccccc3n2CC(=O)N/N=C/c2ccc(C)cc2O)cc1OC	16.9	-2.9	-18.1	4.1	20.9	0.5	6.2	-10.6	26.6	0.2	20.9
CCN(CC)C(=O)CN1CCN(Cc2ccc3c(c2)OCO3)CC1	1.8	7.1	-2.2	2.4	-21.0	-11.1	8.0	-10.6	6.2	-0.3	-22.4
CC(Oc1ccc(Cl)cc1Cl)C(=O)NCCCN(C)C (stereo unspecified)	5.1	-3.3	6.0	6.7	8.1	-12.8	8.3	0.4	0.2	-1.6	-29.3

Complete entries, quoted from the list:
Cc1ccc(C2(CC(=O)Nc3nccs3)CCOC(C(C)C)C2)cc1 (stereo unspecified) reads COUP-TFII inh: 20.4; ABHD5 PLIN5 PPI: 4.3; TWEAK-Fn14 inh: 6.3; NOD2 RIPK2 PPI: 8.0; NCOA1 inh: 4.4; NCOA2 inhibitor: -4.4; TROY signal inh: 0.1; TLR9-MyD88 inh: -7.4; NR5A2 inv ag: -5.2; Exocytosis inh: -2.9; NCOA3 inh: 3.5
CCOc1ccccc1NC(=O)CN1CCCCCC1 reads COUP-TFII inh: 6.1; ABHD5 PLIN5 PPI: 3.2; TWEAK-Fn14 inh: 14.8; NOD2 RIPK2 PPI: 3.0; NCOA1 inh: -16.7; NCOA2 inhibitor: 3.1; TROY signal inh: -4.1; TLR9-MyD88 inh: -2.1; NR5A2 inv ag: 5.4; Exocytosis inh: 1.7; NCOA3 inh: 8.1

Not all compounds are listed, so the mix of outcomes need not match the whole.
